FLuc inh = Firefly luciferase inhibition profiling of diverse chemical library using quantitative high-throughput screening; Luciferin 4-monooxygenase (Photinus pyralis), P08659; purified P. pyralis luciferase, luminescence, biochemical; Potency, µM (top dose mostly 115 µM), without a hit: at the top dose activity change, negative = inhibition, hits mostly inhibitors; 76,000 compounds, 2.5% hits; note: potency is the fitted concentration of half-maximal effect; nearly all actives have a fitted effect of over 65% in size
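Inhibitors were tested against purified firefly luciferase in a biochemical, low-substrate format (both substrates at 10uM) and luminescence measured with a CCD imager.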
3T3 cytotox = Cytotoxic Profiling in NIH 3T3 Cell Line of Diverse Libraries Using Quantitative High-Throughput Screening. NIH 3T3 viability, CellTiter-Glo ATP luminescence, 48-72 h. Potency, µM (series often up to 96.7 µM), for inactives: at the top dose activity change, negative = cytotoxicity, usual class: inhibitors. 94,000 compounds, 4.3% hits. AID 1345082, 2018; note: potency is the fitted concentration of half-maximal effect; nearly all actives have a fitted effect of over 55% in size
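Mouse fibroblast NIH 3T3 cells, 400 per well, received compound via pintool and were incubated for 48 or 72 hr prior to CellTiter-Glo ATP luminescence measurement.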
HEK cytotox = Cytotoxic Profiling in HEK 293 Cell Line of Diverse Libraries Using Quantitative High-Throughput Screening; HEK 293 viability, ATP luminescence (CellTiter-Glo), 48-72 h; Potency, µM (series often up to 115 µM), inactives show top-dose activity change, negative = cytotoxicity, actives largely listed as inhibitors; 94,000 compounds, 6.6% hits; note: potency is the fitted concentration of half-maximal effect; nearly all actives have a fitted effect of over 60% in size
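Luminescence from cellular ATP, measured with CellTiter-Glo, indicates HEK 293 viability. Cells plated at 250 cells/well are treated with compound for 48 or 72 hr at 37 degree Celsius before reagent addition.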
SNCA expr inh = Primary qHTS assay for inhibitors of alpha-synuclein gene (SNCA) expression; HEK-293 SNCA-luciferase knock-in, luminescence, 24 h; 140,000 compounds, 0.17% hits; Potency, µM (highest dose often 57.2 µM), for inactives: at the highest dose activity change, negative = inhibition, most hits filed as inhibitors;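 note: potency is the fitted concentration of half-maximal effect; plate controls were DMSO cells for no effect and cell-free wells for full effect; nearly all actives have a fitted effect of over 45% in size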
GPT2 inh = Primary qHTS assay for inhibitors of Glutamate pyruvate transaminase 2 (GPT2) | Alanine aminotransferase 2 (Homo sapiens), Q8TD30 | Recombinant GPT2, coupled pyruvate oxidase/HRP Amplex Red fluorescence | Potency, µM (series often up to 57.7 µM), inactives show top-dose activity change, negative = inhibition, actives largely listed as inhibitors | 100,000 compounds, 0.25% hits; note: potency is the fitted concentration of half-maximal effect; nearly all actives have a fitted effect of over 60% in size; many of its hits are not listed in these tables
Target sequence (Q8TD30 whole entry, looked up): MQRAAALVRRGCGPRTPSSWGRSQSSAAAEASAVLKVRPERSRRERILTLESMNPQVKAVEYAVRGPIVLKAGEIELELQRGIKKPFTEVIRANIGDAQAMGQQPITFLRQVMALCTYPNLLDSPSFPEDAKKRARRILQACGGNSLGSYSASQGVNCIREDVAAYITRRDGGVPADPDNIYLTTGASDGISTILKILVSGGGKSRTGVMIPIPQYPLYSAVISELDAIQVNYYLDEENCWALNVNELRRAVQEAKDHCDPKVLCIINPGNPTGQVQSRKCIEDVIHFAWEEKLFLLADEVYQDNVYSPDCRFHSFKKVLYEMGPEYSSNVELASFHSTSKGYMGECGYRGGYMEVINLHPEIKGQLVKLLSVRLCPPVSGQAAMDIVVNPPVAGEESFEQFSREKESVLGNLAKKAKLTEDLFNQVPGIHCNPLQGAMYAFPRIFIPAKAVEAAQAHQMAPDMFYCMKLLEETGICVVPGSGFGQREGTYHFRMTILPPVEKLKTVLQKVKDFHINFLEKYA
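Recombinant GPT2 (10ng/uL) with 250uM a-KG and 2mM L-alanine, 30 min at room temperature, in HEPES pH 7.5 buffer. Pyruvate detected by pyruvate oxidase/HRP/Amplex Red fluorescence after 30 min in the dark; AOA (50uM) as positive control.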
SNCA viab count = GF-AFC viability counterscreen for inhibitors of alpha-synuclein gene (SNCA) expression. HEK-293-SNCA-luc viability, GF-AFC fluorescence, 24 h. Potency, µM (titrated, usually from 57.1 µM), without a hit: at the highest dose activity change, negative = cytotoxicity, most hits filed as cytotoxic. 150,000 compounds, 0.12% hits;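 note: potency is the fitted concentration of half-maximal effect; 0% = DMSO-treated cells and -100% = medium-only wells without cells; nearly all actives have a fitted effect of over 30% in size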
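HEK-293-SNCA-luc cells (1500/well) plated 24 h, then exposed 24 h to a dilution series; GF-AFC added 30 min at 37C, fluorescence 405/540 nm; normalised to medium-only and DMSO wells, Hill fit.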
IP6K1 inh = Primary qHTS assay for small molecule inhibitors of Inositol hexaphosphate kinase 1 (IP6K1) | activity change, % (series mostly up to about 58 µM) | Inositol hexakisphosphate kinase 1 (Homo sapiens), Q92551 | AID 1645851, 2021 | 140,000 compounds, 0.81% hits | IP6K1 kinase, ADP-Glo luminescence, 2 h; active compounds read low; in the data active = activity change below about -25%
Target sequence (Q92551 whole entry, looked up): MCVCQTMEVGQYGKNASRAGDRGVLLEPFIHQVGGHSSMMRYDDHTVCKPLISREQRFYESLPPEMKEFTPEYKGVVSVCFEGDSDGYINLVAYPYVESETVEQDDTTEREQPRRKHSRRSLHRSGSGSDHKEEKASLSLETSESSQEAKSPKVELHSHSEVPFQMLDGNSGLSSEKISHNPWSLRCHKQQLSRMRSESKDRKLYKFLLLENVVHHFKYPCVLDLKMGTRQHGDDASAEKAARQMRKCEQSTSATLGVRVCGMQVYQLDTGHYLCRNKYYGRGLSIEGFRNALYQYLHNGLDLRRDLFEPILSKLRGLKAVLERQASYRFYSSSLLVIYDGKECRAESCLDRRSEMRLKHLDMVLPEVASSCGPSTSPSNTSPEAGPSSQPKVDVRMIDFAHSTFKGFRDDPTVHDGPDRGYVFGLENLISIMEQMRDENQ
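ADP-Glo luminescence measures ADP made by human IP6K1 during a 2 h RT reaction with ATP/IP6 (mix at 1.3 mM/130 uM); top library doses 57.5 and 19.1 uM final.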
* marks the source's active call; other numbers are inactive results; i = inactive; ? = inconclusive; nt = not tested or not shown; [ ] = remark or other dose. Unless noted, calls come from the whole dose curve; as a rule, active = well fitted curve in the direction sought with a large enough effect; inconclusive = small, poorly fitted or top-dose-only effect, or another doubt; inactive = no such curve, though single readings can be large; an effect the other way counts as inactive or inconclusive. Unless noted, % is set by controls: 0 for no effect and ±100 for the full control effect. A portion of the library (hit frequency here may not be typical).

SMILES	FLuc inh	3T3 cytotox	HEK cytotox	SNCA expr inh	GPT2 inh	SNCA viab count	IP6K1 inh
CCC(=O)N1CCc2cc(Br)cc(S(=O)(=O)NCc3ccccc3)c21	nt	nt	nt	49%[activator]	nt	5%	-8
COc1ccc(C(=O)N2CCC(C(NC(=O)c3ccccc3C)C(=O)NCC(C)C)CC2)cc1 (stereo not given)	-4%	?	-13%	6%	3%	-15%	18
COc1cc(OC)c(N(C)C(=O)C2CCCN(c3ncnc4c3nc3n4CCCCC3)C2)cc1Cl (stereo not given)	nt	nt	nt	-1%	nt	-8%	6
CC(=O)N1C[C@@H]2OCC(=O)N(C)[C@@H]2C1	1%[299 µM]	i	i	-8%[87.6 µM]	2%[88.5 µM]	2%[87.6 µM]	9
COc1ccccc1CC(=O)N1CCC(n2nccc2NC(=O)c2ccccc2C)CC1	4%	-2%	3%	1%	i	5%	-8
CN1C[C@H](NC(=O)Nc2cccnc2)CCC[C@@H](C(=O)NCc2cc(F)cc(F)c2)CC1=O	-2%	3%	i	-13%	0%	-4%	5
CCN(c1cccc(C)c1)S(=O)(=O)c1cc2c(cc1C)n(C)c(=O)c(=O)n2C	nt	nt	nt	-11%	nt	-4%	-4
Cc1ccc(C)c(Cn2c3ccccc3c3cnn(CC(=O)NC4CCC(C)CC4)c(=O)c32)c1 (stereo not given)	nt	nt	nt	-28%	nt	-4%	8
NC(=O)[C@@H]1CN(C(=O)C2CCC2)C[C@H]1COc1ccccc1	3%	3%	i	-7%	-3%	12%	11
CC[C@H]1CN(C(=O)N2CCOCC2)CC[C@H]1CC(=O)NCc1ccccc1	14%[172 µM]	-20%[174 µM]	-8%[172 µM]	19%[87.6 µM]	i	-6%[87.6 µM]	21
Cc1cc(CNC(=O)c2cc(-c3ccc(CO)cc3)cc3c2OCCN3C)no1	-23%[172 µM]	?	?	-17%[87.6 µM]	-2%[88.5 µM]	1%[87.6 µM]	-15
Cc1ccc(C2NC(=O)N(CC(=O)Nc3cc(F)cc(F)c3)C3=C2C(=O)OC3)cc1 (stereo not given)	-13%	?	?	-21%	2%	-22%	17
COCCNc1ncnc2c1CCN(C(=O)CCc1n[nH]c(C)n1)CC2	3%	-3%	-19%	3%	3%	5%	23
Cc1ccccc1OCCn1c(CCNC(=O)C2CCCCC2)nc2ccccc21	nt	nt	nt	-2%	nt	3%	23
CC[C@@H]1Cc2cc(O)ccc2C2=C1c1ccc(O)cc1C[C@H]2CC	nt	nt	nt	?	11µM*	-21%	nt
CCOCCN1C(=O)NC(c2ccc(OC)cc2)C2=C1COC2=O (stereo not given)	1%	i	0%	8%	i	0%	7
CCc1ccc(OCc2cc(=O)n3cc(C)sc3n2)cc1	nt	nt	nt	23%	nt	-2%	-17
O=C(c1ccc(Cl)s1)N1CCc2nn(Cc3ccccc3)c(=O)n2CC1	-8%	-22%	?	-30%	i	-8%	-8
Cc1cc(C(=O)N2CCCC(c3noc(COc4ccccc4)n3)C2)nn1C (stereo not given)	7%	?	?	?	i	1%[12.5 µM]	22
CC(O)c1cc2n(n1)CCCN(C(=O)Cn1nc3ccccc3n1)C2 (stereo not given)	0%	i	0%	-5%	i	1%	6

Exported with values under each structure: 5 of the compounds above
Each structure is followed by: FLuc inh	3T3 cytotox	HEK cytotox	SNCA expr inh	GPT2 inh	SNCA viab count	IP6K1 inh
> CN1C[C@H](NC(=O)Nc2cccnc2)CCC[C@@H](C(=O)NCc2cc(F)cc(F)c2)CC1=O
    -2%	3%	i	-13%	0%	-4%	5
> CCN(c1cccc(C)c1)S(=O)(=O)c1cc2c(cc1C)n(C)c(=O)c(=O)n2C
    nt	nt	nt	-11%	nt	-4%	-4
> CCOCCN1C(=O)NC(c2ccc(OC)cc2)C2=C1COC2=O (stereo not given)
    1%	i	0%	8%	i	0%	7
> CCc1ccc(OCc2cc(=O)n3cc(C)sc3n2)cc1
    nt	nt	nt	23%	nt	-2%	-17
> O=C(c1ccc(Cl)s1)N1CCc2nn(Cc3ccccc3)c(=O)n2CC1
    -8%	-22%	?	-30%	i	-8%	-8

Remaining list, next part
SMILES	FLuc inh	3T3 cytotox	HEK cytotox	SNCA expr inh	GPT2 inh	SNCA viab count	IP6K1 inh
OCC1(CC2CC2)CCCN(Cc2cccc(OCc3ccccn3)c2)C1 (stereo not given)	-5%	-21%	?	7%	-1%	-17%	37
CC(C)[C@H]1CN(CCC(=O)O)C[C@@H]1NC(=O)CCC1CCCC1	0%	i	i	-12%	4%	-16%	0
N#Cc1cccnc1Oc1ccccc1CN1CCCCC1	4%	-21%	-9%	-22%	5%[11.5 µM]	6%	11
N#CCn1nc2n(c1=O)CCN(C(=O)Cc1ccsc1)CC2	-1%	i	17%	-13%	-10%	3%	-4
COCc1nc(C2CCCNC2)no1 (stereo not given)	-7%	i	4%	?	i	-5%[12.5 µM]	-5
COc1ccc2c(CNCCc3cccs3)c(C(=O)O)n(Cc3ccccc3C)c2c1	nt	nt	nt	11%	nt	-20%	8
Cc1coc2cc3oc(=O)c(CC(=O)NCc4ccc(F)cc4)c(C)c3cc12	nt	nt	nt	-8%	nt	-13%	7
COCCNC(=O)[C@H]1C[C@H](Oc2cccnc2)CN1C(=O)NCc1ccc(OC)cc1	1%	i	-6%	6%	-3%	7%	5
COC(=O)c1ccccc1NC(=O)c1ccc(CN2CC(=O)N3CCCCC3C2=O)cc1 (stereo not given)	nt	nt	nt	-1%	nt	11%	23
Cc1noc(-c2nc(-c3ccc(F)c(F)c3)no2)n1	-18%	i	1%	18%	-6%	3%	7
Cc1cccc(NC(=O)CSc2cn(CC(=O)N3CCCC3)c3ccccc23)c1C	nt	nt	nt	-7%	nt	-23%	-3
Cc1ccccc1C(=O)N1C[C@@H](COCC2CC2)[C@H](c2ccncc2)C1	2%	-19%	-5%	15%	i	-6%	-10
COC1CN(c2cccc(F)c2)C12CCN(C(=O)c1ccncc1)CC2 (stereo not given)	0%	-9%	-22%	6%	i	2%	-2
O=C([C@@H]1C[C@H](F)CN1C(=O)c1cccc(Br)c1)N1CCCCC1	55%	i	1%	-8%	i	-14%	3
COCc1cc(C[C@@H]2CC[C@H](O)[C@@H](CNC3CCN(C)CC3)O2)no1	-21%[172 µM]	-9%[138 µM]	-11%[172 µM]	8%[87.6 µM]	-16%[88.5 µM]	-2%[87.6 µM]	4
CCc1ccc(NC(=O)Cn2c(=O)n(-c3ccccc3C)c(=O)c3c2c2cc(OC)ccc2n3C)cc1	nt	nt	nt	8%	nt	?	34
COc1ccc(OC)c(C(O)Cn2ccn3nc(-c4ccc(C(C)C)cc4)cc3c2=O)c1 (stereo not given)	?	-9%	32µM*	-24%	i	-29%	-3
Cn1ccnc1-c1cn(CC2(c3ccccc3F)CCCC2)nn1	3%	?	?	-2%	?	-10%	13
CCOc1cc(CN2CCOc3ccc(C(=O)NCc4ccc(C)cc4)cc3C2)ccc1O	11%	?	?	8%	?	-5%	-11
CCOC(=O)c1cnc2c(ccc3ccccc32)c1Nc1cccc(C(F)(F)F)c1	nt	nt	nt	?	nt	-10%	-6
CCC(NCc1cn(CCC(N)=O)c2ccccc12)c1cccs1 (stereo not given)	4%	-20%	2%	16%	-11%	4%	1
CC(C)OCc1cc(CN2CCN(c3cccc(C(F)(F)F)c3)CC2)c(O)c2ncccc12	nt	nt	nt	10%	nt	-7%	-11
O=c1[nH]c(C2CCCN(Cc3cccnc3)C2)nn1-c1ccccc1 (stereo not given)	1%[172 µM]	-21%[138 µM]	-6%[172 µM]	-7%[87.6 µM]	i	13%[87.6 µM]	-5
CCCNC(=O)C1(CCO)CCN(c2ncccn2)C1 (stereo not given)	-8%	-4%	-4%	47%[activator]	i	10%	2
COC(=O)CNC(=O)c1cc(-c2ccc(Cl)nc2)nc2c1cnn2C	nt	32µM*	-4%	4%	i	-6%	1
O=C(NCCc1ccc(Cl)cc1)C1CCN(Cc2cc3ccccc3n2Cc2ccccc2)CC1	nt	nt	nt	?	nt	-16%	-11
Cc1noc(C)c1-c1cc2cc(CN(C)C)oc2c(Nc2cccnc2)n1	7%[172 µM]	25µM*	71µM*	38%[activator][87.6 µM]	0%[88.5 µM]	-1%[87.6 µM]	-11
COc1ccccc1-c1nc(CNC(=O)Nc2ccccc2)c(C)o1	nt	nt	nt	5%	nt	-1%	9
COc1ccc(CCNC(=O)C2CCCN2C(=O)c2cccc(-c3ccccc3OC)c2)cc1 (stereo not given)	nt	?	?	8%	?	-1%	7
COc1ccc(C(=O)N2CCN(c3cc(-c4ccc(F)cc4)[nH]n3)CC2)cc1OC	-2%	?	?	-8%	3%	-10%	-8
O=C(OC[C@H]1O[C@H](O[C@]2(CO)O[C@H](CO)[C@@H](O)[C@@H]2O)[C@H](O)[C@@H](O)[C@@H]1O)c1ccccc1	nt	nt	nt	nt	?	14%[23.9 µM]	-3
CC(=O)c1ccc(N2C(=O)N(Cc3cccc(C(F)(F)F)c3)c3ccccc3S2(=O)=O)cc1	nt	nt	nt	?	nt	-25%	10
Cc1cc(C)n(-c2nc3ccccc3nc2Nc2ccc(Cl)cc2Cl)n1	nt	nt	nt	6%	nt	0%	-5
CCc1nc2c(c(-c3ccc(Cl)cc3)n1)CN(Cc1cccc3ccccc13)CC2	4%	32µM*	79µM*	?	i	-12%	-4
CCc1noc(-c2ccn3c(CNC(=O)c4ccccc4F)nnc3c2)n1	0%	-17%	-25%	7%	i	-2%	40
COc1cccc(Cn2nnc(C(=O)Nc3cc(C)ccc3C)c2N)c1	nt	nt	nt	-2%	nt	-20%	-1
O=C(NCC(c1cccnc1)N1CCOCC1)C(=O)Nc1cccc(Cl)c1 (stereo not given)	nt	nt	nt	-5%	nt	-4%	24
CCCCN(CCCNC(=O)c1cc(Nc2ccccc2OC)nc2ccccc12)c1ccccc1	nt	nt	nt	-8%	nt	?	20
COc1ccc(Nc2nc3ccccc3c3nnc(C)n23)cc1Cl	nt	nt	nt	42%[activator]	nt	5%	-14
Cc1cccc(N2CCN(S(=O)(=O)c3ccc4c(c3)CC(=O)N4C)CC2)c1C	nt	nt	nt	?	nt	-1%	-13
O=C1CCN(C(=O)C2CCN(C(=O)c3nccc4ccccc34)CC2)CCCCCCN1	1%	-2%	-2%	3%	4%	12%	-11
